Screening data as filed in PubChem BioAssay.
All columns: NCI-60 one-dose screen, growth in % after 48 h at 10 µM unless noted; 100 = growth as untreated, 0 = no growth, -100 = all killed.
NCI/ADR-RES: NCI/ADR-RES ovarian cells | hit rate 4.4% among 81,000 | AID 1794790
IGROV1: IGROV1 ovarian cancer | AID 1794786 | hit rate 4.7% among 79,000
OVCAR-4: OVCAR-4 ovarian cancer cells; hit rate 3.7% among 80,000
NCI-H322M: NCI-H322M lung cancer; hit rate 2.7% among 80,000
NCI-H460: NCI-H460 lung cancer. hit rate 6.8% among 82,000. AID 1794736
NCI-H226: NCI-H226 lung cancer; hit rate 3.5% among 79,000; AID 1794732
NCI-H23: NCI-H23 lung cancer; AID 1794731; hit rate 4% among 80,000
SK-OV-3: SK-OV-3 ovarian cancer cells; hit rate 3.2% among 80,000
NCI-H522: NCI-H522 lung cancer. hit rate 8% among 78,000. AID 1794739
The depositor's hits bear a star; nt = no result given; & = joins results of further samples; [ ] = dose if it differs, or a comment. The calls were made as follows: active = growth percent below 10; inactive = the rest.

Second line of a record: NCI/ADR-RES	IGROV1	OVCAR-4	NCI-H322M	NCI-H460	NCI-H226	NCI-H23	SK-OV-3	NCI-H522
COc1ccc(C(=O)CC(c2ccc3c(c2)OCO3)c2c(O)c3ccccc3oc2=O)cc1OC (configuration not stated)
 : 103.8&96.2	114.7&101.5	102.8&105.5	100.1&106.5	103.1&105.9	nt	102.9&93.8	101.2&103.6	95.5&110.0
C[C@]12CC[C@H]3[C@@H](C[C@@H]4SC(Nc5ccccc5[N+](=O)[O-])=N[C@@]45CC(=O)CC[C@]35C)[C@@H]1CCC2=O
 : 97.0	111.0	96.4	98.7	104.9	111.4	107.7	95.6	90.3
CCCCCNC(Cc1ccccc1)c1ccc(O)cc1 (configuration not stated)
 : 101.2	91.2	92.8	91.6	100.2	100.7	94.4	93.3	83.8
Oc1cc(Br)c(Br)cc1O
 : 83.7	91.3	89.2	95.8	71.4	101.7	86.5	112.2	49.1
CC(C)NC(Cc1ccccc1)c1ccccc1 (configuration not stated)
 : 112.9	103.9	85.4	107.5	105.4	108.5	115.9	95.2	65.4
O=C(NC(=O)c1c(F)cccc1F)Nc1cc(Cl)c(F)c(Cl)c1F
 : 97.4	99.1	105.5	120.0	99.1	97.6	98.9	101.0	79.0
COC(=O)C1=C(O)c2[nH]c3ccccc3c2C2(C)CCCC1C2 (configuration not stated)
 : 86.6	79.3	91.6	96.7	66.5	94.1	81.8	94.3	69.3
O=P1(c2ccccc2)Nc2ccccc2N1c1ccccc1 (configuration not stated)
 : 102.8	107.4	95.6	91.5	108.3	96.4	100.7	109.0	98.8
COc1cc2c(cc1OC)[C@H]1C[C@H](O)CN1CC2
 : 107.3	112.0	108.1	99.0	108.4	106.1	105.4	98.4	nt
O=C1CC2OCC=C3CN4CCC56c7ccccc7N1C5C2C3CC46 (configuration not stated)
 : 103.5	110.0	98.1	110.9	114.6	108.6	100.2	102.7	nt
CCC(=O)c1ccc(Cl)cc1
 : 110.5	105.4	103.8	125.1	108.9	107.8	107.8	106.6	nt
Oc1ccccc1CNCCc1ccccc1
 : 103.1	107.4	113.3	88.2	114.0	107.1	97.5	96.2	100.2
CC(C)NC(C)Cc1ccc(O)c(O)c1 (configuration not stated)
 : 96.4	109.3	107.6	96.7	110.7	103.8	98.3	104.7	93.4
CC12CCC3C(CCC4CC(O)CCC43C)C1CC(CO)C2=O (configuration not stated)
 : 99.4	108.0	100.4	106.4	105.9	93.5	103.9	108.6	97.9
NC(=O)c1cc([N+](=O)[O-])c(Cl)c([N+](=O)[O-])c1
 : 110.8	102.0	71.8	109.5	107.0	102.5	88.6	104.3	-4.0*
CCOc1cc(/C=N\Nc2nnc(C)n2N)c(C)cc1N(CCCl)CCCl
 : 10.7	12.3	14.6	11.3	4.9*	26.6	-20.2*	40.1	15.0
C/C(=C\c1cc(C(F)(F)F)n(-c2ccc(N)cc2)n1)[C@@H]1C[C@@H]2O[C@]2(C)CCC[C@H](C)[C@H](O)[C@@H](C)C(=O)C(C)(C)[C@@H](O)CC(=O)O1
 : 7.7*	31.1	44.7	22.2	3.0*	38.9	24.4	2.3*	nt
Clc1ccc(CSC(Cn2ccnc2)c2ccc(Cl)cc2Cl)cc1 (configuration not stated)
 : 14.1	29.1	25.9	63.3	23.2	52.2	27.1	71.9	34.6
O=P(O/C(=C\c1ccccc1)c1ccccc1)(c1ccccc1)c1ccccc1
 : 75.2	80.9	90.6	87.0	106.3	85.8	85.7	100.3	52.0
CCC1(NS(=O)(=O)c2ccc(N)cc2)C(=O)N(C)C(=O)N(C)C1=O
 : 105.3	118.0	96.7	106.3	116.0	108.0	105.1	105.2	92.7
CC(C)c1ccc(C(=O)CN2CCOCC2)c(C(C)C)c1
 : 98.3	106.1	99.5	101.2	104.9	100.3	91.4	98.0	99.4
CC(C)(C)NCCCN1CC1(C)C (configuration not stated)
 : 94.8	117.8	103.7	111.1	105.1	95.1	92.5	109.1	98.5
[O-][n+]1ccn(O)c1CCl
 : 100.9	112.6	102.5	109.1	101.7	100.9	102.4	108.9	90.8
CC[C@@]12CC(C(=O)OC)=C3Nc4cc5c(cc4[C@@]34CCN(C[C@H]3O[C@H]31)[C@@H]24)[C@@H]1[C@H](O5)[C@@H](O)[C@@]2(CC)CC(C(=O)OC)=C3Nc4cc(OC)ccc4[C@@]34CCN1[C@@H]24
 : 1.3*	2.5*	5.4*	25.1	15.9	-4.6*	1.4*	14.4	3.0*
CC1(C)C(=O)C2(I)CCC1C2 (configuration not stated)
 : 117.4	98.3	114.3	98.1	111.9	99.3	115.2	109.6	92.9
C[C@H]1[C@@H](Oc2ccc(-c3cn(-c4ccnc5cc(Cl)ccc45)nn3)cc2)O[C@@H]2OC3(C)CC[C@H]4[C@H](C)CC[C@@H]1[C@@]24OO3
 : 19.6	34.3	40.9	69.3	25.3	48.2	28.4	52.3	2.2*
CC12CCC3C(C/C(=N\OC(=O)c4ccc(N(CCCl)CCCl)cc4)C4=CC(=O)CCC43C)C1CCC2=O (configuration not stated)
 : 56.7	80.3	nt	nt	60.6	78.4	78.8	98.3	65.9
CC1=CC23C(COC(=O)C24CO4)C(C(=O)O)=CC3C1C (configuration not stated) (tested in a mixture with another compound)
 : 105.3	172.7	81.8	117.2	116.1	98.1	98.4	161.0	29.8
CC(=O)Cc1ccc2c(c1)OCO2
 : 103.4	110.6	134.8	112.7	108.8	103.5	93.9	106.7	96.1
CC(=O)N1N=C(c2ccc(Br)cc2)CC1c1sc(N(CCCl)CCCl)nc1Cl (configuration not stated)
 : 98.1	97.9	100.2	87.3	98.3	96.7	93.1	84.5	67.1

Taken from above:
CC(C)c1ccc(C(=O)CN2CCOCC2)c(C(C)C)c1 – NCI-H522: 99.4
COc1ccc(C(=O)CC(c2ccc3c(c2)OCO3)c2c(O)c3ccccc3oc2=O)cc1OC (configuration not stated) – SK-OV-3: 101.2&103.6

Next results
Second line of a record: NCI/ADR-RES	IGROV1	OVCAR-4	NCI-H322M	NCI-H460	NCI-H226	NCI-H23	SK-OV-3	NCI-H522
CC(=O)O[C@H]1CC[C@H]2[C@@H]3CC=C4c5sc(-c6cccc(Cl)c6)nc5CC[C@]4(C)[C@H]3CC[C@]12C
 : 102.7	100.8	106.7	105.1	101.6	104.2	97.6	102.7	94.2
Cc1ccccc1-c1nc2c(s1)C1=CC[C@@H]3[C@H](CC[C@]4(C)C(=O)CC[C@@H]34)[C@@]1(C)CC2
 : 97.7	101.4	103.7	99.3	99.8	89.4	103.1	103.8	95.4
CC1(C)CN1P(=O)(N1CC1(C)C)N1CC1(C)C (configuration not stated)
 : 113.1	113.6	97.9	111.4	111.9	109.1	105.1	101.5	103.9
NNC(=O)c1ccc(Cl)cc1
 : 100.4	140.4	101.0	126.7	109.5	97.1	95.8	110.9	97.2
O=[N+]([O-])c1ccc(CI)cc1
 : 70.9	115.3	102.4	105.7	101.1	94.6	101.5	116.1	nt
C=CCNC(=S)Nc1ccc(OC(=O)Nc2ccc(Cl)c(Cl)c2)cc1
 : 89.8	nt	97.0	100.1	104.7	109.1	88.3	106.2	85.5
CC1[C@H](C)OC(=O)CC(O)CC(O)CC(O)CCC(O)C(O)C[C@]2(O)CC(O)C(C(=O)O)C(CC(OC3O[C@H](C)[C@@H](O)[C@H](N)[C@@H]3O)/C=C/C=C/C=C/C=C/CC/C=C/C=C/[C@H](C)[C@H]1O)O2 (some centres not stated)
 : 93.2	101.1	102.0	105.3	102.6	99.1	90.8	110.1	113.7
C[C@]12CC[C@H]3[C@@H](C[C@@H]4SC(Nc5ccccc5)=N[C@@]45CC(O)CC[C@]35C)[C@@H]1CCC2O (some centres not stated)
 : 36.3	11.2	64.1	78.4	6.1*	63.9	67.3	89.6	25.8
OC1CN2CCC[C@@H](O)[C@@H]2C1O (some centres not stated)
 : 108.7	108.9	97.7	102.3	106.2	104.1	106.2	106.4	nt
O=[N+]([O-])O[C@H]1CO[C@H]2[C@@H]1OC[C@H]2O[N+](=O)[O-]
 : 102.0&107.0	99.0&133.4	112.0&117.3	94.4&130.4	110.5&114.6	92.8&99.9	98.6&93.4	101.7&98.2	90.7&85.8
CCCCCCCCOP(OCCCCCCCC)OCCCCCCCC
 : 103.8	102.4	119.1	100.1	110.5	92.6	108.7	93.0	95.6
CN1CCC(c2c[nH]c3ccccc23)C1 (configuration not stated)
 : 94.5	nt	107.1	117.9	123.7	106.1	88.9	99.4	79.5
Nc1ccc(N=Nc2ccccc2)cc1
 : 94.2	108.1	92.9	78.6	95.3	89.4	88.1	119.6	110.7
O=C(O)c1ccccc1N(CCO)CCCl
 : 95.1	88.6	107.6	90.3	111.1	101.8	99.0	108.3	93.3
Cc1sc2nc(N3CCNCC3)[nH]c(=O)c2c1C
 : 102.4	89.2	102.1	89.1	102.1	98.9	92.1	94.0	100.0
CC12CCC(=O)C=C1CC(N1CC1)C1C2CCC2(C)C(O)CCC12 (configuration not stated)
 : 73.5	104.3	nt	110.2	57.4	78.3	73.6	97.2	42.9
CCC(=O)OC1CCC2C3CCC4=C(SC(C)=O)C(=O)CCC4(C)C3CCC12C (configuration not stated)
 : 90.7	103.8	92.0	99.4	50.6	109.0	111.3	111.8	103.1
COc1cc2c(c(Br)c1OC)[C@@H]1N(CC2)C(=O)c2ccccc2[C@]1(C)C(=O)O
 : 111.8	111.9	104.4	106.8	109.1	106.4	105.2	112.2	97.9
CCC(CO)NC(=O)C1C=C2c3cccc4[nH]cc(c34)CC2N(C)C1 (configuration not stated)
 : 96.9	120.8	105.7	102.4	105.1	98.7	91.1	110.6	92.6
c1ccc2sc(SNC3CCCCC3)nc2c1
 : 102.6	17.3	94.8	86.2	107.9	101.2	97.4	105.0	nt
CC1=C2C(=C[C@@](C)(COC(=O)c3ccc(S(=O)(=O)F)cc3)[C@@H]2OC(=O)c2ccc(S(=O)(=O)F)cc2)C(=O)[C@](C)(O)C12CC2
 : 9.1*	0.1*	-9.1*	9.2*	0.3*	-6.1*	-21.4*	-10.0*	-52.0*
NNCc1ccccc1
 : 101.4	100.3	97.9	107.9	106.7	93.1	90.1	98.4	107.7
CCOC(=O)/C(=C\c1ccc(C(F)(F)F)cc1)[Se]c1ccccc1
 : 114.7	108.5	121.1	108.9	104.6	104.6	106.3	109.6	94.5
CC1=C(CCCNS(C)(=O)=O)C2=C(C)C3(CC3)[C@@](C)(O)C(=O)C2=C1
 : -5.5*	-2.4*	-12.1*	-3.8*	1.0*	-44.0*	-35.1*	-18.0*	6.9*
Cc1cccc(CC#N)c1
 : 95.1	100.8	104.4	102.1	107.8	nt	100.4	83.3	82.1
O=C(CN1CCCCC1)c1ccc(-c2ccccc2)cc1
 : 96.4	112.7	119.1	106.2	112.0	100.8	96.7	89.8	93.2
Cc1cccc(CCN)c1
 : 96.0	102.6	102.8	103.1	101.4	92.0	97.5	99.8	99.4
NC(CCSC(c1ccccc1)c1ccccc1)C(=O)O (configuration not stated)
 : 121.1	105.2	107.3	nt	104.2	94.1	nt	112.9	100.0
C[n+]1c(-c2ccccc2)ccc2ccccc21
 : 101.6	76.9	95.6	106.5	103.3	101.3	78.1	78.8	95.7
O=S(=O)(O)C(Br)(Br)Br
 : 99.2	nt	98.4	100.6	103.8	nt	94.3	104.5	94.2

Three compounds picked at random from those above, as already listed:
Second line of a record: NCI/ADR-RES	IGROV1	OVCAR-4	NCI-H322M	NCI-H460	NCI-H226	NCI-H23	SK-OV-3	NCI-H522
O=[N+]([O-])c1ccc(CI)cc1
 : 70.9	115.3	102.4	105.7	101.1	94.6	101.5	116.1	nt
CN1CCC(c2c[nH]c3ccccc23)C1 (configuration not stated)
 : 94.5	nt	107.1	117.9	123.7	106.1	88.9	99.4	79.5
NNCc1ccccc1
 : 101.4	100.3	97.9	107.9	106.7	93.1	90.1	98.4	107.7

Next part:
Second line of a record: NCI/ADR-RES	IGROV1	OVCAR-4	NCI-H322M	NCI-H460	NCI-H226	NCI-H23	SK-OV-3	NCI-H522
C=C[C@H]1CN2CC[C@H]1C[C@@H]2[C@@H](OC(=O)OCC)c1ccnc2ccc(OC)cc12
 : 101.0	108.2	nt	109.8	117.4	95.4	106.9	99.4	89.1
O=C1C(=Cc2cn(Cc3ccccc3)c3ccccc23)C(=O)N(Cc2ccccc2)C(=O)N1Cc1ccccc1
 : 105.7	75.8	57.3	105.1	36.0	-49.4*	87.8	47.7	87.6
CCCCCCCCC(=O)NCc1ccc(O)c(OC)c1
 : 103.9&104.7	87.9&100.1	84.8&108.9	86.1&105.6	104.0&106.3	93.3&101.4	94.1	95.4&98.6	89.1
C#Cc1cccc(NC(=O)Nc2cccc(NS(=O)(=O)F)c2)c1
 : 112.2[8.25 µM]	106.9[8.25 µM]	104.5[8.25 µM]	100.7[8.25 µM]	111.2[8.25 µM]	104.3[8.25 µM]	109.0[8.25 µM]	113.2[8.25 µM]	90.6[8.25 µM]
CCCCCN(C)CCC(O)(P(=O)(O)O)P(=O)(O)O
 : 104.3	113.4	113.6	nt	106.4	99.2	106.5	111.0	nt
CCCCCNC1C2[N+]3=c4c5c(c(O)c6c4=C(C=N6)CC3)NCCC51C(O)C(Br)C2(O)O (configuration not stated)
 : 101.1	98.3	94.2	112.1	95.3	99.0	98.2	100.0	87.6
CSc1cccc(NP2(=O)OCC(C)([N+](=O)[O-])CO2)c1 (configuration not stated)
 : 108.6	123.0	107.5	104.4	102.0	106.1	105.9	117.1	113.0
CC[C@H](C)[C@H](NC(=O)C12CC(NC(C)=O)(C1)C2)C(=O)N(C)[C@H](C[C@@H](OC(C)=O)c1nc(C(=O)N[C@@H](Cc2ccccc2)C[C@H](C)C(=O)OC)cs1)C(C)C
 : 80.5	35.4	43.3	51.3	3.1*	19.9	30.9	27.0	1.6*
C[As](=O)(O)c1ccc(C(=O)O)cc1
 : 107.7	120.3	113.0	114.8	112.1	99.7	109.6	106.5	nt

Only part of the results is shown (hit frequency here may not be typical).
